Screening results deposited in PubChem BioAssay by Fisher Drug Discovery Resource Center.
mcGAS inh = blocks mouse cGAS activity; actives 0.15% (n = 160,000); inhibition, % at 12.5 µM; recombinant cGAS, Kinase-Glo ATP depletion luminescence;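 note: 0% = negative control wells and 100% = reference inhibitor with no enzyme activity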
NPYLR7 ag = mosquito NPYLR7 agonism; HEK293T NPYLR7/Galpha15, GCaMP6s calcium fluorescence; activation, % at 10 µM; actives 0.15% (n = 270,000); AID 1259423; in the data active = activation above about 40%;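 note: 0% = vehicle and 100% = reference agonist at the receptor; some compounds past the cut are filed as inactive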
hcGAS lum = blocks human cGAS activity. recombinant h-cGAS, ATP depletion, Kinase-Glo luminescence. AID 1259398. Q8N884. inhibition, % at 12.5 µM. actives 0.081% (n = 290,000);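 note: 0% = vehicle reaction and 100% = reaction without DNA for no activity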
Target sequence (Q8N884 whole entry, looked up): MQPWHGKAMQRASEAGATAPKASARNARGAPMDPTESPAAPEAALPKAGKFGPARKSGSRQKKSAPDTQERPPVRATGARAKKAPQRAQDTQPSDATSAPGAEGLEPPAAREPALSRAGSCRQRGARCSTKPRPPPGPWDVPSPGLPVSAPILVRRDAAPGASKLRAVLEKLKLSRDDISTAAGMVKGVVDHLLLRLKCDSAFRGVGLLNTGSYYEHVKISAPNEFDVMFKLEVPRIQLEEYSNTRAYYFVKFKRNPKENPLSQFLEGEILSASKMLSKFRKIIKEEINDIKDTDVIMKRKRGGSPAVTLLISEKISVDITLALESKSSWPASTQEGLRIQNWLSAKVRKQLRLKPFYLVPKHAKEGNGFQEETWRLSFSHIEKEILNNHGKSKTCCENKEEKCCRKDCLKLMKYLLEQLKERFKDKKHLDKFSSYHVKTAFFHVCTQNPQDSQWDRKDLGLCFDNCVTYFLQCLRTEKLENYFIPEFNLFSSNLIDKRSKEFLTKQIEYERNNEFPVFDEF
* marks the source's active call; other numbers are inactive results; . = not tested or not shown; & = joins results of further samples. Cut-off read from the data, not from the text of the source, unless noted: active = inhibition above about 40%; inactive = the rest.

Compound,mcGAS inh,NPYLR7 ag,hcGAS lum
Cc1cccc(-c2noc(N3CCOCC3)c2CN(CCN(C)C)C(=O)CC(C)C)c1,-5,9,-5
CCOc1ccccc1C(=O)NC1(c2noc(C)n2)CCCCC1,-4,-3,-1
O=c1nc(SCc2ccccc2Cl)c2c([nH]1)CCCC2,-6,-3,-1
Cc1cc(C)n2nc(C(=O)N3CCC4(CN(C)C(=O)O4)C3)cc2n1 (centres undefined),.,-2,3
CCCC(=O)N1N=C(c2cccc(NS(=O)(=O)CC)c2)CC1c1ccco1 (centres undefined),-3,-10,1
COc1ccc(CN2COc3ccc4c(c3C2)O/C(=C\c2ccncc2)C4=O)cc1OC,7,33,-2
Cn1c(=O)[nH]c(=O)c2c1nc(N1CCNCC1)n2Cc1ccc(Cl)cc1Cl,.,-5,-4
CCCOc1cc(S(=O)(=O)NCc2ccc3c(c2)OCO3)ccc1Cl,-9,7,-4
Cc1oc(C)c(C(=O)NC(C)Cc2ccc(Cl)cc2)c1C (centres undefined),.,-3,-4
Clc1ccc(Oc2nnnn2-c2ccccc2)cc1,.,-5,-10
Cc1ccn2c(NC(C)(C)CC(C)(C)C)c(-c3ccc(OC(=O)c4ccc(Cl)cc4Cl)cc3)nc2c1,-4,1,-9
COC(=O)CSc1nc2sc3c(c2c(=O)n1CC1CCCO1)CCCC3 (centres undefined),.,-1,-4
CC(c1cccnc1)N(C)Cc1cn[nH]c1C(=O)O (centres undefined),.,18,-7
CC#CCNC1(CO)CC(C)CC(C)(C)C1 (centres undefined),.,-2,-5
COCCCN(Cc1csc(COc2cc(C)cc(C)c2)n1)C(=O)c1ccc(Cl)cc1,0,-20,2
Cc1cn2c3c(=O)n(Cc4ccccc4)c(=O)n(C)c3nc2n1C(C)c1ccccc1 (centres undefined),-8,8,-8
Cc1nc2ccccn2c1C(=O)N1CCOC(CCCc2ccccc2)C1 (centres undefined),-14,.,-4
CCc1[nH]n(C(C)(C)C)c(=O)c1C1=C(N2CCOCC2)C(=O)N(c2ccccc2F)C1=O,-8&-5,7,-3&-4
O=C(C1CCCC1)N1CCC2(CC1)SCCN2C(=O)c1cccc(Cl)c1,-3,-3,-3
N=C(N)c1c(Cl)cccc1Cl,-7,19,-3
CCCC(=O)Nc1c(-c2ccc(C)cc2)nc2cc(C)ccn12,-9,4,-5
Cc1noc(-c2ccccc2Cl)c1C(=O)NCCSCc1ccco1,-6,-1,-4
Cc1nnsc1CN(C)C(=O)c1cccc(-n2cccn2)c1,-16,23,-1
COc1cc(C2=NC(=Cc3cnn(Cc4ccccc4Cl)c3)C(=O)O2)ccc1OC(F)F,.,1,3
NC(=O)c1ccccc1-c1ccc2c(c1)OCO2,.,5,-6
C#Cc1cccc(NC(=O)N(C)Cc2ccc(O)cc2)c1,.,-2,-4
COCCN=c1scc(-c2ccc(Br)cc2)n1N=Cc1ccc(F)cc1,.,5,-8
CCOC(=O)C1CCN(Cc2nc3scc(-c4ccc(C)c(C)c4)c3c(=O)[nH]2)CC1,-7,19,-3
CCc1nn2c(ncc3c(=O)n(-c4nc(SC)n[nH]4)ccc32)c1-c1ccc(Cl)cc1,.,-1,-6
O=C(NCc1cccc(Cl)c1)c1ccc(-n2ccnc2)c2ccoc12,-6,-15,-5
Cc1ccc(CN(CCN(C)C)C(=O)c2c[nH]c(=O)cn2)s1,.,-4,-2
C#CCN1CCCCC1C(=O)NNc1nc(-c2cccnc2)nc(C)c1C (centres undefined),.,4,-9
CCc1[nH]c2c(CNCc3nc4ccccc4[nH]3)cc(F)cc2c1C,.,7,-2
CC(C)CN(Cc1c(-c2ccc(F)cc2)noc1N1CCN(C)CC1)C(=O)c1ccc2c(c1)OCO2,-3,-4,5
COc1ccc(OC)c(S(=O)(=O)Nc2ccccc2C(=O)NCCc2ccc(F)cc2)c1,-4,-3,-1
Cc1csc(C(C#N)C(=O)Nc2ccccc2)n1 (centres undefined),.,-2,1
CCCCCC(=O)N1CCC2(CC1)SCCN2C(=O)c1ccccc1C,-5,0,-6
Cc1ocnc1C(=O)N1CCCN(CC2CC2)C(C(C)C)C1 (centres undefined),.,2,0
COc1ccc(COC(=O)c2ccc3c(c2)OCO3)cc1F,.,-1,-3
Cc1cnc2n(c1=O)C(CC(=O)NCCCOC(C)C)CS2 (centres undefined),.,1,-4
Cc1cc(OCC(=O)NNC(=O)c2ccc(=O)[nH]c2)ccc1Cl,.,5,-6
Oc1cccnc1NC(c1ccc(Cl)cc1)c1ccc2cccnc2c1O (centres undefined),.,11,-4
C=CCC1(CC=C)CCCN1C(=O)c1oc(CC)nc1C,.,3,-2
O=C(Nc1cccnc1)c1cnc(N2CCN(Cc3ccccc3)C2=O)s1,.,0,-5
O=C(c1cccc(S(=O)(=O)N2CCCCCC2)c1)N1CCc2ccccc21,-6,0,-4
Cc1cc(C)nc(NC(=O)c2ccccc2O)n1,-7,-7,2
Cc1ccc(C)c(S(=O)(=O)N2CCC(Cc3ccc4c(c3)OCO4)CC2)c1,-4,9,2
CCNCC(=O)NC(C)(C)C,.,5,-7
Cc1n[nH]c(C)c1S(=O)(=O)NNc1ccc(C(F)(F)F)cn1,.,10,-3
COc1cccc(Cc2nsc(N3CCC(CNC(=O)Nc4ccc(Br)cc4)CC3)n2)c1,-5,.,-7
CCOC(=O)N1CCN(C(=O)COc2ccc(Cl)cc2Br)CC1,.,-2,-3
Cc1ccc(Cc2nsc(NCc3ccc4c(c3)OCO4)n2)cc1,-5,-4,-2
COc1ccccc1-n1c(Cc2ccccc2)nnc1SCc1ccc(C(=O)O)cc1,1,3,-3
CCOC(=O)N1CCN(C(=O)CCCn2c(=S)[nH]c3c([nH]c4ccc(OC)cc43)c2=O)CC1,-4,-7,-4
O=C1CCN(CC(O)COCc2ccco2)c2ccc(F)cc2CN1C1CCCC1 (centres undefined),-6,-2,2
Cc1cccc(NC(=O)c2c(NC(=O)c3ccccc3F)sc3c2CCCC3)c1,-6,2,-10

The list goes on:
Compound,mcGAS inh,NPYLR7 ag,hcGAS lum
CCn1c(CN2CCOCC2)nnc1SCC(=O)c1cn(C)c2ccccc12,-5,-2,-4
Cc1cccc(C2CCCN2CCCOC(=O)NC(N)=O)c1 (centres undefined),.,-1,-3
Cc1ccc(C=Nc2c(F)c(F)c(F)c(F)c2F)s1,.,-1,-2
O=C(c1ccccc1OC1CCN(C2CCSCC2)CC1)N1CCCCC1,.,1,-10
CC(=O)Nc1ncccc1OCc1cccc(Cl)c1,.,9,-6
Cc1cc(Nc2ccncc2)n2nc(C)c(-c3ccccc3Cl)c2n1,-4,-1,-6
COCCNC(=O)C1CCCN(C2CCN(C(=O)/C=C/c3ccccc3)CC2)C1 (centres undefined),.,9,-4
CCC(=O)N1CC(C)(C)SC12C(=O)Nc1ccc(OC)cc12 (centres undefined),-4,5,-12
CCN(CC)CCNC(=O)[C@H]1Cc2c([nH]c3ccccc23)CN1,.,2,4
CN1C2=NC(=O)C(=Cc3ccc([N+](=O)[O-])s3)N2c2ccccc21,-6,3,-8
Cc1ccc(NC(=O)N(CCN2CCOCC2)CC(=O)N(CCc2ccccc2)Cc2ccco2)c(C)c1,0,-9,3
CC(C)S(=O)(=O)N1CCC2(CC1)CC1C(=O)NCCN1C2 (centres undefined),-6,.,-16
Cn1c(CCC(=O)NCCC2=CCCCC2)nc2cc(S(=O)(=O)N3CCCCC3)ccc21,.,2,0
Cc1ccc(S(=O)(=O)c2ccc(Cn3nc(C)c(C)c(C#N)c3=O)cc2)cc1,-17,2,-8
N#CCCN(CCC#N)Cn1nnc2ccccc21,-1,5,-3
CCCc1c(C(=O)N2CCN(C)CC2)cnn1-c1cccc(Cl)c1,-4,.,-4
CCOc1ccc(NC(=O)c2sccc2S(C)(=O)=O)cc1C,.,-3,-5
CCCCNC(=O)C1(C)CCCCN1C(=O)c1ccc(OC)c(C(F)(F)F)c1 (centres undefined),-8,5,-16
COc1ccc(NC(=O)c2ccc(NC(C)C)nc2)cc1Cl,-7,10,-4
Cc1ccc(Cl)c(OC2CC3CCC(C2)N3C(=O)c2ccc(CSc3nc(C)cc(C)n3)cc2)c1 (centres undefined),-5,10,-1
Cc1ccc(C)c(Cn2c(=O)c3c(nc4[nH]c(C)cn43)n(C)c2=O)c1,-3,-1,4
C/C(C=Cc1nc(C)c(C(=O)O)s1)=C/c1ccccc1,-16,4,-10
O=C(c1cc(F)cc(F)c1)N1CCOC(COc2cccc(C(F)(F)F)c2)C1 (centres undefined),-3,-7,0
CCOC(=O)Cc1n[nH]c(=S)n1C,.,8,-4

Three of the compounds above, with two lines to a compound.
Every second line gives: mcGAS inh | NPYLR7 ag | hcGAS lum
> Cc1ccc(Cl)c(OC2CC3CCC(C2)N3C(=O)c2ccc(CSc3nc(C)cc(C)n3)cc2)c1 (centres undefined)
→ -5 | 10 | -1
> Cc1ccc(C)c(Cn2c(=O)c3c(nc4[nH]c(C)cn43)n(C)c2=O)c1
→ -3 | -1 | 4
> C/C(C=Cc1nc(C)c(C(=O)O)s1)=C/c1ccccc1
→ -16 | 4 | -10

New compounds follow
Compound,mcGAS inh,NPYLR7 ag,hcGAS lum
OCc1ccc(-c2nccn2Cc2ccccc2-n2ccnc2)o1,.,9,-3
CCCN(Cc1cc(NC(=O)NCC)ccc1N(C)C)C(=O)COC,-5,29,-4
CCOc1ccc(C(=O)NCc2cnc3c(C)cccn23)o1,-16,5,-4
CCc1ncc(-c2c(-c3ccccc3)ncn2CC(=O)N2CCNCC2)cn1,-18,5,-2
CCC/C=C/c1cc(C(=O)NC2CC2)ccn1,-17,20,1
CCCCCN(Cc1cccn1Cc1cccc(Cl)c1)C(=O)Nc1ccc(C)cc1,-5,16,-2
O=C(CNC(=O)c1ccccc1)NCCN1C(=O)SC(=Cc2ccccc2Cl)C1=O,.,0,-1
COc1ccc(-n2nc(C)c(-c3ccccc3)c2NC(=O)CN(CC(C)C)C(=O)c2ccc(Cl)cc2Cl)cc1,-2,7,-2

A few values from the list:
Entry of O=C(c1cc(F)cc(F)c1)N1CCOC(COc2cccc(C(F)(F)F)c2)C1 (centres undefined) in mcGAS inh: -3
Entry of CCCCCC(=O)N1CCC2(CC1)SCCN2C(=O)c1ccccc1C in NPYLR7 ag: 0

New compounds follow
Compound,mcGAS inh,NPYLR7 ag,hcGAS lum
CN1CCCn2nc(C(=O)NCc3ccccc3Cn3cccn3)cc2C1,.,16,-5
COc1ccc(NC(=O)C2CCN(C(=O)[C@@H]3CCCN3C(=O)COC3C[C@@H](C)CC[C@@H]3C(C)C)CC2)cc1 (some centres undefined),-7,35,-4
Cc1cn2c3c(=O)n(Cc4ccc(Br)cc4)c(=O)n(C)c3nc2n1CCCO,.,-7,-8
O=C(c1cccs1)N1CCC(c2nc(-c3ccc(C(F)(F)F)cc3)no2)CC1,-8,4,-11
O=C(/C=C/c1ccccc1)O[C@H]1C[C@@H](O)[C@]2(O)C=CO[C@@H](O[C@@H]3O[C@H](CO)[C@@H](O)[C@H](O)[C@H]3O)[C@H]12,.,1,-6
O=C(Nc1ccc2c(c1)OCO2)N1CCCCC1CCn1cccn1 (centres undefined),.,17,-3
COc1ccc(CCNC(=O)c2ccccc2N2CCC(NC(=O)c3ccccc3OC)CC2)cc1OC,-2,-2,-5
COc1ccc(Cn2c(C(C)C)nc3c(c(=O)c4ccccc4n3C)c2=O)cc1,.,7,-6
OC1CN(CN2CCOCC2)c2nnc(-c3cnccn3)n2C1 (centres undefined),.,-4,-3
C=CCN(CC(=O)N1CCc2sccc2C1c1ccc(Cl)cc1Cl)C(=O)C1C[C@H]1c1ccccc1 (some centres undefined),-5,23,-2
CCCCNC(=O)c1ccc2nc(CC)c(N(CC)CC(=O)N(C)C)n2c1,1,-2,1
Cc1nn(CC(C)C)c2sc(C(=O)NCC3CC3)cc12,.,2,-12
Cc1cc2c(cc1C(=O)N1CCC(Cc3cccc(C(N)=O)c3)C1)OCCO2 (centres undefined),.,-6,-2
O=C(Oc1ccc2[nH]cc(CCN3C(=O)c4ccccc4C3=O)c2c1)c1ccc(Cl)cc1,-9,1,9
COc1ccc(CC(=O)NNC(=O)c2ccc(S(=O)(=O)N3CCCC3)cc2)c(OC)c1OC,-10,0,-8
O=C(Nc1ccc(N2CCN(C(=O)c3ccco3)CC2)cc1)c1ccc(Cl)c(Cl)c1,0,-8,-1
CCOC(=O)C1CCCN(CC(=O)N2N=C(c3ccc(F)cc3)CC2c2ccccc2C)C1 (centres undefined),-5,2,-4
O=C(NCc1ccccc1)c1coc(CN(Cc2cccc(Oc3ccccc3)c2)CC2CC2)n1,-7,18,-3
COc1ccc(C2CC(=O)C3C(=Nc4ccccc4NC3c3ccc(C)cc3)C2)cc1 (centres undefined),-4,-12,-2
Cc1sc2ncnc(N/N=C\c3cccnc3)c2c1C,-7,0,-4
CCOC(=O)c1cc2c(=O)n3cccc(C)c3nc2n(CCCOC(C)C)c1=NC(C)=O,.,1,-4
COc1ccc(CN(C)C(=O)c2ccc(OCC3CCCO3)cc2)cc1F (centres undefined),.,1,-3
CCOCCCN(Cc1nc(C(=O)OC)cs1)C(=O)Nc1ccc(C)cc1,-3,-4,-3
CN(C)c1ccc(C(=O)N2CCC(n3c(=O)oc4ccc(F)cc43)CC2)cc1,-5,2,-6
